# HCV NS3 hel inh: inhibitors of Hepatitis C virus NS3 helicase; NS3 helicase DNA unwinding, Cy5 molecular beacon fluorescence; inhibition, % at 10.9 µM; 290,000 tested, 0.56% active; AID 1800;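 active = inhibition above the mean of all tested compounds plus 3 SD, set per campaign, cut at about 35% in these data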;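 also: 0% = DMSO wells and 100% = thioflavine S control wells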
#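 Control set: DMSO versus 110 µM thioflavine S; Material: NS3 helicase fragment of HCV; Measured by: Cy5 fluorescence at 0 and 60 min, beacon hairpin quenching; Read-out basis: percent inhibition from t60/t0 fluorescence ratio; Times: reaction time 60 min, 25 °C; Repeats: single replicate; Compound dosing: single dose, 10.9 µM nominal final, DMSO 0.8% final.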
# IMP-1 inh: blocks Pseudomonas aeruginosa IMP-1 metallo-beta-lactamase; purified IMP-1, nitrocefin hydrolysis, epi-absorbance fluorescence; inhibition, % at 5.6 µM; 290,000 tested, 0.45% active;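 active = inhibition above the mean plus 3 SD of all compounds in the same screening run, cut at about 4.5% in these data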;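 also: 0% = IMP-1 with DMSO and 100% = DMSO wells lacking enzyme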
#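 assay system = purified recombinant IMP-1 metallo-beta-lactamase enzyme | schedule = 15 min preincubation plus 25 min reaction at 25 °C | signal = Epi-absorbance fluorescence, 480 nm excitation, 530 nm emission | read-out basis = percent inhibition from optical density relative to buffer-blank wells | controls = IMP-1 with DMSO as 0%, enzyme-free DMSO as 100%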
# MEKK2mut PB1 HTS: signal of MEK5 binding to mutant human MEKK2 PB1 domain. percent response, % at 10 µM. 290,000 tested, 0.35% active. bead flow cytometry, Alexa488-MEK5 binding to MEKK2 mutant; in the data active = percent response above about 24%, passing the limit was not always enough; also: inactives centre near 1; some results filed as inactive read as strong as hits
# UBC9 SUMO inh: inhibitors of human SUMOylation (UBC9) | 290,000 tested, 0.36% active | inhibition, % at 35 µM | P63279 | HTRF SUMOylation assay, SAE1/SAE2 + UBC9, in vitro; in the data active = inhibition above about 50%, passing the limit was not always enough; also: strong numbers were not always called active
# Target sequence (P63279 whole entry, looked up): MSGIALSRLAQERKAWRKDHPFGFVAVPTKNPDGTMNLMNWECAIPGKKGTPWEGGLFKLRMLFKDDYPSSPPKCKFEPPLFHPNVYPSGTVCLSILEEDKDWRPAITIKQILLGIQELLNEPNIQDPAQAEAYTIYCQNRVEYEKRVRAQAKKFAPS
# MEKK2wt PB1 HTS: raises or lowers MEK5 binding to wildtype human MEKK2 PB1 domain; Q9Y2U5; bead flow cytometry, Alexa488-MEK5 binding to MEKK2 WT; actives lie on both sides; binding response (% of control), % at 10 µM; 290,000 tested, 1.1% active; in the data active = binding response below about 67% or above about 130%
# VIM-2 inh: inhibitors of Pseudomonas aeruginosa VIM-2 metallo-beta-lactamase; purified VIM-2, nitrocefin hydrolysis, epi-absorbance fluorescence; inhibition, % at 5.6 µM; 290,000 tested, 0.89% active; AID 1527;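 active = inhibition above the mean of all tested compounds plus 3 SD, cutoff set per screening run, cut at about 7.5% in these data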;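 also: red hydrolysis product quenches plate fluorescence so inhibitors raise well fluorescence; 0% = enzyme with DMSO and 100% = DMSO without enzyme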
# DNA FID counter: displaces DNA intercalator in HCV helicase counter-screen; DNA fluorescent intercalator displacement, fluorescence; AID 1845; inhibition, % at 7.9 µM; 290,000 tested, 0.17% active; in the data active = inhibition above about 37%;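 also: 0% = vehicle and 100% = reference compound; higher means more ethidium bromide displaced from hairpin DNA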
# NALP1 inh: blocks the NALP1 inflammasome reconstituted in yeast. 280,000 tested, 0.61% active. S. cerevisiae NALP1/ASC/caspase-1 growth, X-gal OD620, 72 h. inhibition, % at 10 µM. AID 2071; in the data active = inhibition mostly above about 24%, no sharp cut-off; inactive = mostly below about 32%; also: some compounds called inactive have numbers as strong as hits
# PfM18AAP inh: blocks P. falciparum M18 aspartyl aminopeptidase. recombinant PfM18AAP, H-Glu-NHMec fluorogenic cleavage. inhibition, % at 7.35 µM. 290,000 tested, 1.2% active. AID 1822;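 active = inhibition above the campaign mean inhibition over all tested compounds plus 3 SD, cut at about 28% in these data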;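 also: 0% = plate median of test compound wells and 100% = 2 mM ZnCl2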
# Numbers without * were called inactive; i = inactive; nt = not tested or not shown. An unsorted share of the library; overall some 4.7% were active at least once.
SMILES,HCV NS3 hel inh,IMP-1 inh,MEKK2mut PB1 HTS,UBC9 SUMO inh,MEKK2wt PB1 HTS,VIM-2 inh,DNA FID counter,NALP1 inh,PfM18AAP inh
N[C@@H](Cc1ccc(O)c(I)c1)C(=O)O,-6,0.0,-4,-7,101,-0.3,-1,12,2
CSc1ccc(C(=O)C2CCCN(C(=O)c3ccc4c(c3)no[n+]4[O-])C2)cc1 (stereo not drawn),-8,-1.7,-1,16,102,-0.9,-5,i,-12
COc1ccc(S(=O)(=O)N2CCC(C(=O)Nc3cccc(C(C)=O)c3)CC2)cc1,1,-3.0,-10,2,109,-1.8,-24,16,2
COc1cc(C(=O)Oc2ccccc2)ccc1OCc1c(C)noc1C,6,-4.1,6,4,108,-0.5,-5,11,-3
CCn1ncc(N(C)N)c(Cl)c1=O,9,-0.7,-3,10,93,-1.4,-2,-5,2
COc1ccc(-c2nc(C#N)c(N3CCC(C(N)=O)CC3)o2)cc1OC,13,-1.0,1,13,95,0.7,-9,-5,0
CC(=O)N1CCc2cc(S(=O)(=O)CCC(=O)NCc3cccs3)ccc21,0,-3.5,nt,-1,nt,2.1,3,10,-2
Cc1c(C)c2cc(Cl)c(OC(C)C(=O)NCCN3CCOCC3)cc2oc1=O (stereo not drawn),4,-1.3,11,11,108,6.4,-16,6,1
CC(C)(C)NC(=O)c1nn(Cc2ccccc2)c(=O)c2ccccc12,6,-3.6,7,-1,106,-2.7,-29,5,5
Cc1ccc(C(=O)Oc2ccc(-c3nccc(-c4ccccn4)n3)cc2)cc1,-4,-1.7,1,8,103,-2.2,-3,13,1
COc1ccc(C(=O)N(Cc2sccc2C)C2CCS(=O)(=O)C2)cc1 (stereo not drawn),-2,-2.2,4,-12,107,-3.0,-30,26*,1
Cc1cccc(NC(=O)CCNC(=O)c2ccccc2)c1,0,-2.4,-1,-12,101,0.6,-5,0,-2
Cc1cc(Nc2c(C#N)c(N)nn2C)ccc1F,6,-2.5,-7,12,92,-4.8,-2,15,4
COc1ccccc1CNC(=O)[C@@H](NC(=O)C1CCN(C(=O)[C@@H]2CCCN2)CC1)C(C)C,7,-3.4,3,6,103,-2.9,-3,-7,3
O=C(NCc1ccco1)c1noc2c1CCCC2,13,-4.9,4,17,104,-4.5,0,9,3
O=C(NC(=S)Nc1ccc(CN2CCOCC2)cc1)c1ccc(-c2ccc(Br)cc2)o1,-6,-1.6,-7,6,101,-2.2,0,14,-7
O=C(c1cccc(Oc2c(Cl)cccc2[N+](=O)[O-])c1)N1CCOCC1,5,-2.8,7,13,106,-2.4,-20,2,0
COC(=O)CNC(=O)CSc1nc(N)cc(=O)[nH]1,-1,-3.2,-15,10,89,-3.3,0,14,-10
COc1cccc(NC(=S)Nc2cc(C(=O)O)ccc2N2CC3CC(C2)c2cccc(=O)n2C3)c1 (stereo not drawn),-3,-2.5,-10,-3,88,-1.9,-18,-2,14
O=C(N/N=C/c1ccco1)C(O)c1ccccc1 (stereo not drawn),5,-3.5,-14,-12,103,-3.7,-6,nt,-5
Cc1cc(C)nc(SCc2ccc(Cl)cc2)n1,-4,-3.0,6,-10,109,-2.0,-11,1,-9
COC(=O)C1C(=O)c2c(C)noc2CC1(C)C (stereo not drawn),6,-1.4,-9,6,91,-3.4,-7,22,-2
Cc1ccsc1/C=c1\sc2ncnn2c1=O,4,-1.2,1,1,101,2.5,5,30,87*
CC(=O)NCCC(=O)N1CCCC(CNC(=O)c2ccc(-c3ccccc3)cc2)C1 (stereo not drawn),9,-3.9,-9,12,92,-7.2,-20,26,6
Cc1ccc(S(N)(=O)=O)c(C)c1-n1cnnn1,5,-3.5,6,19,104,-1.8,-5,1,7
CC(C)(C)n1nnnc1C(c1ccncc1)N(Cc1ccccc1)Cc1ccco1 (stereo not drawn),3,-3.1,1,4,96,-2.1,-16,16,8
CCCCNC1=C(Br)C(=O)CC(C)(C)C1,-1,-3.4,-3,10,93,-4.3,0,-7,0
COc1ccccc1-n1cc(CN2CCCC(CO)(Cc3cccc(Cl)c3)C2)cn1 (stereo not drawn),-37,-3.1,-8,8,116,-4.3,28,15,3

# With a hit mark in PfM18AAP inh, among the entries above:
compound | HCV NS3 hel inh | IMP-1 inh | MEKK2mut PB1 HTS | UBC9 SUMO inh | MEKK2wt PB1 HTS | VIM-2 inh | NALP1 inh | PfM18AAP inh
Cc1ccsc1/C=c1\sc2ncnn2c1=O | 4 | -1.2 | 1 | 1 | 101 | 2.5 | 30 | 87*

# Gathered by group, the compounds so far with an aryl methoxy group
SMILES,HCV NS3 hel inh,IMP-1 inh,MEKK2mut PB1 HTS,UBC9 SUMO inh,MEKK2wt PB1 HTS,VIM-2 inh,DNA FID counter,NALP1 inh,PfM18AAP inh
COc1ccc(S(=O)(=O)N2CCC(C(=O)Nc3cccc(C(C)=O)c3)CC2)cc1,1,-3.0,-10,2,109,-1.8,-24,16,2
COc1cc(C(=O)Oc2ccccc2)ccc1OCc1c(C)noc1C,6,-4.1,6,4,108,-0.5,-5,11,-3
COc1ccc(-c2nc(C#N)c(N3CCC(C(N)=O)CC3)o2)cc1OC,13,-1.0,1,13,95,0.7,-9,-5,0
COc1ccc(C(=O)N(Cc2sccc2C)C2CCS(=O)(=O)C2)cc1 (stereo not drawn),-2,-2.2,4,-12,107,-3.0,-30,26*,1
COc1ccccc1CNC(=O)[C@@H](NC(=O)C1CCN(C(=O)[C@@H]2CCCN2)CC1)C(C)C,7,-3.4,3,6,103,-2.9,-3,-7,3
COc1cccc(NC(=S)Nc2cc(C(=O)O)ccc2N2CC3CC(C2)c2cccc(=O)n2C3)c1 (stereo not drawn),-3,-2.5,-10,-3,88,-1.9,-18,-2,14
COc1ccccc1-n1cc(CN2CCCC(CO)(Cc3cccc(Cl)c3)C2)cn1 (stereo not drawn),-37,-3.1,-8,8,116,-4.3,28,15,3
